Bioassay records as filed in PubChem.
aGlu spleen mod: qHTS Assay for Inhibitors and Activators of Human alpha-Glucosidase From Spleen Homogenate; Lysosomal alpha-glucosidase (Homo sapiens), P10253; human spleen homogenate, 4-MU-alpha-glucoside fluorescence; Potency, µM (highest dose often 79.9 µM), for the others: top-dose activity change, negative = inhibition, hits mostly inhibitors; actives 0.006% (n = 240,000); AID 2112, 2009;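 note: 0% = enzyme with vehicle and -100% = no enzyme basal signal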
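Human spleen homogenate (1 ug) incubated with compounds and 1 mM 4-methylumbelliferyl-alpha-D-glucopyranoside in pH 5.0 citrate/phosphate buffer, 37 C, 40 min. Stopped at pH 10; 4-MU fluorescence (Ex 365/Em 440 nm); AC50 by Hill fit.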
TR SRC2 fluor cs: Total Fluorescence Counterscreen for Inhibitors of the Interaction of Thyroid Hormone Receptor and Steroid Receptor Coregulator 2. actives 0.29% (n = 280,000). Potency, µM (titrated, usually from 106 µM), without a hit: at the top dose fluorescence change, negative = quenching. TRb/SRC2 Texas Red total fluorescence interference; active = well fitted curve in either direction with a large enough effect; inconclusive = small, poorly fitted or top-dose-only effect
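Flags fluorescent or light-absorbing compounds by total fluorescence, S + 2P, at 555 nm excitation and 632 nm emission. Mixture: 20 nM Texas Red SRC2 peptide, 0.6 uM human TRb LBD, 1 uM T3, 5% DMSO; compound exposure 5 h at ambient temperature.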
L3MBTL1 inh: qHTS Assay for the Inhibitors of L3MBTL1. Lethal(3)malignant brain tumor-like protein 1 (Homo sapiens), Q9Y468. actives 0.66% (n = 230,000). Potency, µM (highest dose often 57.1 µM), for inactives: at the top dose activity, negative = inhibition, actives largely listed as inhibitors. AlphaScreen L3MBTL1–H3K9me1 peptide binding; note: nearly all actives have a fitted effect of over 60% in size
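Displacement of a biotinylated histone H3(1-15) peptide monomethylated at Lys9 (75 nM) from L3MBTL1 (50 nM) was measured by AlphaScreen after a 30 min room-temperature compound incubation; cefsulodin titration served as intraplate control.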
RECQ1 helicase: qHTS Assay for Inhibitors of RecQ-Like Dna Helicase 1 (RECQ1); RECQ1 DNA unwinding, red fluorescence kinetic read; Potency, µM (doses to about 57.3 µM), for inactives: at the top dose activity, negative = inhibition, most hits filed as inhibitors; actives 0.54% (n = 240,000); ATP-dependent DNA helicase Q1 (Homo sapiens), P46063;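 note: plate controls were vehicle for no effect and no enzyme for full effect; nearly all actives have a fitted effect of over 30% in size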
Target sequence (P46063 whole entry, looked up): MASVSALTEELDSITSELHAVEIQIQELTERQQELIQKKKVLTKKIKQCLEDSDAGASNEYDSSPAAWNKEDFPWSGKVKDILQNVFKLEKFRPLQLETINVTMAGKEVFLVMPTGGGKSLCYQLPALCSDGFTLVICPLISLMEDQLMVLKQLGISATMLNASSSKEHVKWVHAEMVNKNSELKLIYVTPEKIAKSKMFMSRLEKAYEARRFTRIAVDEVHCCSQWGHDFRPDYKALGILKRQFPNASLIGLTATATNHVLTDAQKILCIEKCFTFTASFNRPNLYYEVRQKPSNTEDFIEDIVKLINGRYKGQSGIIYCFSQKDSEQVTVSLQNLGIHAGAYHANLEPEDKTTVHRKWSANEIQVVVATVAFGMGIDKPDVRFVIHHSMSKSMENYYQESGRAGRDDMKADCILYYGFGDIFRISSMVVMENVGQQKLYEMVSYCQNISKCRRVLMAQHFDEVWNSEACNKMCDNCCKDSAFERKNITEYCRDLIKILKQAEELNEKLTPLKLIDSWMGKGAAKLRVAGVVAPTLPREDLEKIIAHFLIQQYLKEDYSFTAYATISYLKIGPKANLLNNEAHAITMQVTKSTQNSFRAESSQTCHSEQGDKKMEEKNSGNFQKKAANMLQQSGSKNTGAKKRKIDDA
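RECQ1T1 50 nM; forked duplex (20 bp + 30-nt ss tails) 200 nM, ATP 2 mM final; pH 8.0, 2 mM MgCl2, 2.5 ug/ml poly(dI-dC); 15 min compound preincubation; discontinuous kinetic read over 2 h at RT.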
GAA glycogen mod: qHTS Assay for Inhibitors and Activators of Human alpha-Glucosidase Cleavage of Glycogen; Lysosomal alpha-glucosidase (Homo sapiens), P10253; recombinant GAA, glycogen substrate, Amplex Red glucose oxidase fluorescence; AID 2100, 2009; actives 0.38% (n = 300,000); Potency, µM (titrated, usually from 76.4 µM), for the others: at the top dose activity change, negative = inhibition, most hits filed as inhibitors;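 note: 0% = full enzyme reaction and -100% = no-enzyme basal signal; the screen sought inhibitors and activators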
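Recombinant enzyme (4 nM final) with compounds titrated up to 77 uM and bovine liver glycogen (30 ug) in citrate pH 5.0, 0.01% Tween-20, 37 C 40 min. Released glucose detected by Amplex Red/glucose oxidase (Ex 573/Em 610); AC50 from Hill fits.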
GAA inh: qHTS Assay for Inhibitors of Human alpha-Glucosidase as a Potential Chaperone Treatment of Pompe Disease; Lysosomal alpha-glucosidase (Homo sapiens), P10253; purified human GAA, 4-MU-alpha-glucoside fluorescence; Potency, µM (series often up to 76.9 µM), inactives show top-dose activity change, negative = inhibition, actives largely listed as inhibitors; actives 0.005% (n = 200,000);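 note: plate controls were uninhibited enzyme wells for no effect and no-enzyme background for full effect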
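Activity normalized between no-enzyme (basal) and enzyme-only wells. Conditions: 4 nM human enzyme, 400 uM fluorogenic substrate, citrate/phosphate pH 5.0 with Tween-20, 20 min room temperature, compounds up to 77 uM.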
GoLoco inh red: qHTS Assay for Inhibitors of RGS12 GoLoco Motif Activity (Red Fluorophore); AID 880, 2007; Gai1:RGS12 GoLoco peptide FP, rhodamine, 10 min; actives 0.44% (n = 230,000); Potency, µM (titrated, usually from 61.6 µM), inactives show at the highest dose activity, negative = inhibition, hits mostly inhibitors; active = well fitted inhibition curve with a large enough effect, not every such curve was filed as active; inactive = no such curve, though single readings can be large or run the other way; note: nearly all actives have a fitted effect of over 30% in size; many of its hits are not listed in these tables
Target sequence (P63096 whole entry, looked up): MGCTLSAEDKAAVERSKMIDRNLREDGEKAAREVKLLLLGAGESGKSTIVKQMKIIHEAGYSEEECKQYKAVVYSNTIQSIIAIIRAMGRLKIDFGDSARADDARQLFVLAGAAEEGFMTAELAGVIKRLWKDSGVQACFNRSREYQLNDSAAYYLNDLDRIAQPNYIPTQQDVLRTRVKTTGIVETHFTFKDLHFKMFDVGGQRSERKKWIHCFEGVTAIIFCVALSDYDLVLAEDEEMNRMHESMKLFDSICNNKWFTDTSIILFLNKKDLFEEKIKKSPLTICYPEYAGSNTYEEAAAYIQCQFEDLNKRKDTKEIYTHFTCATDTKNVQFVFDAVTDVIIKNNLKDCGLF
TRb-SRC2 inh: qHTS for Inhibitors of the Interaction of Thyroid Hormone Receptor and Steroid Receptor Coregulator 2. Potency, µM (top dose mostly 106 µM), without a hit: at the highest dose activity change, negative = inhibition, hits mostly inhibitors. TRbeta-SRC2 peptide binding, fluorescence polarization; receptor liganded with 1 µM T3. actives 0.065% (n = 280,000);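 note: plate controls were bound peptide for no effect and peptide without receptor for full effect; nearly all actives have a fitted effect of over 50% in size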
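Read-out is fluorescence polarization (555 nm excitation, 632 nm emission) of a Texas Red SRC2 coactivator peptide; loss of signal reflects blocked binding to human TRb ligand-binding domain in the presence of 1 uM T3.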
* hit, by the source's call; i = inactive; ? = inconclusive; / = not tested or not shown; [ ] = another dose, or the depositor's remark. Unless noted, calls come from the whole dose curve; as a rule, active = well fitted curve in the direction sought with a large enough effect; inconclusive = small, poorly fitted or top-dose-only effect, or another doubt; inactive = no such curve, though single readings can be large; an effect the other way counts as inactive or inconclusive. Unless noted, % is set by controls: 0 for no effect and ±100 for the full control effect; potency is the fitted concentration of half-maximal effect. A portion of the library (hit frequency here may not be typical).

Each structure is followed by: aGlu spleen mod	TR SRC2 fluor cs	L3MBTL1 inh	RECQ1 helicase	GAA glycogen mod	GAA inh	GoLoco inh red	TRb-SRC2 inh
- O=C(CCCN1C(=O)c2cccc3cccc(c23)C1=O)N1CCc2ccccc2C1
→ -7%	-2%	-2%	-8%	-2%	1%	4%	3%
- CC(=O)N/C(=C/c1ccc2c(c1)OCO2)C(=O)NCCO
→ -6%	0%	1%	-8%	1%	6%	10%	1%
- CC1(C)NC(=O)N(CC(O)COC2CCCCC2)C1=O (centres undefined)
→ -5%	-1%	9%	-1%	2%	2%	1%	3%
- Cc1cccc2nc(CNc3ccc(F)cc3)cn12
→ -14%	-5%	/	0%	0%	-10%	-4%	-1%
- COc1ccc(C2c3sc(=O)[nH]c3SC3C4CCC(C4)C23)cc1OC (centres undefined)
→ -13%	-2%	0%	3%	-18%	-2%	3%	-12%
- CCCn1c(/C=N/Nc2nc3ccccc3[nH]2)nc2ccccc21
→ -8%	-12%	?	-1%	-4%	-14%	-1%	5%
- O=C(COc1ncnc2ccccc12)NC(=O)NCc1ccccc1
→ -2%	3%	10%	-10%	4%	-6%	2%	0%
- COc1cccc(NC(=O)C2CCCN(S(=O)(=O)c3ccc(-n4cnnn4)cc3)C2)c1 (centres undefined)
→ -5%	-2%	0%	-9%	-3%	-10%	8%	6%
- COC(=O)CSCC(=O)Nc1nnc(-c2ccccc2C)s1
→ 3%	-1%	/	-5%	-3%	-3%	-2%	6%
- CC(=O)N(C)c1ccc(NC(=S)Nc2cccc3ccccc23)cc1
→ 1%	-1%	-2%	-12%	-17%	4%	-4%	5%
- COc1ccc(-n2cc(CNC3CCN(C)CC3)c(-c3cccc(F)c3)n2)cc1
→ -9%	-7%	-16%	i	-1%	-5%	1%	1%
- Cc1ccc(C)c(NC(=S)N2CCN(c3cccc(C(F)(F)F)c3)CC2)c1
→ 0%	0%	1%	i	-6%	3%	9%	-2%
- Cc1ccc(S(=O)(=O)/N=C(\CSC(N)=O)Nc2ccccc2)cc1
→ -3%	-2%	/	-3%	-4%	-3%	-2%	-3%
- Oc1cccc(O)c1O
→ -5%	-5%	/	6.3µM*	/	/	-30%	7%
- COC(=O)COc1ccc(S(=O)(=O)Nc2ccc3c(c2)OCCO3)cc1Cl
→ 1%	-6%	2%	i	-3%	-12%	-1%	4%

Remaining list, next part
Each structure is followed by: aGlu spleen mod	TR SRC2 fluor cs	L3MBTL1 inh	RECQ1 helicase	GAA glycogen mod	GAA inh	GoLoco inh red	TRb-SRC2 inh
- O=C(Nc1ccn([C@H]2CC[C@@H](CO)O2)c(=O)n1)c1ccccc1
→ -2%	-2%	9%	0%	1%	/	1%	4%
- Cc1sc2ncn(CC(=O)N(CC(=O)NC3CCCC3)Cc3cccs3)c(=O)c2c1C
→ 4%	-4%	8%	-3%	-10%	-19%	19%	-1%
- Fc1ccccc1OCCSc1ncnc2nc[nH]c12
→ 3%	-1%	6%	12%	-1%	6%	0%	1%
- CC(=O)/C(N=Nc1ccc2c(c1)OCO2)=C(\C)O
→ -2%	3%	-2%	-5%	6%	-4%	20%	-11%
- Cc1c(Cl)cc(-n2cnnn2)cc1[N+](=O)[O-]
→ -3%	1%	/	i	-6%	-6%	-1%	2%
- O=C(Nc1ccccc1)N1CCN(c2ccc(C(F)(F)F)cn2)CC1
→ 4%	-3%	/	-2%	4%	3%	-14%	-9%
- O=C(COC(=O)CC1c2ccccc2CCN1S(=O)(=O)c1ccccc1)Nc1ccccc1 (centres undefined)
→ -9%	1%	8%	i	5%	3%	8%	2%
- Cn1cc(Br)c(C(=O)NNC(=O)c2cccc(Br)c2)n1
→ -4%	3%	14%	i	9%	0%	7%	-1%
- NS(=O)(=O)c1cccc(NC(=O)c2cc(-c3cccs3)nc3ccccc23)c1
→ 1%	-4%	-6%	-5%	-3%	-2%	3%	6%
- Cc1[nH]c2ccccc2c1NC(=O)CN1CCN(c2cccc(C(F)(F)F)c2)CC1
→ 0%	3%	/	11%	-12%	-1%	5%	-13%
- Cc1ccc(-n2nnnc2SCC(=O)N2CCN(C(=O)c3ccco3)CC2)c(C)c1
→ -7%	-2%	3%	-4%	3%	1%	3%	-17%
- S=C(NC1CC1)N1CCN(c2ccc(Cl)cc2)CC1
→ -6%	-5%	-22%	i	-8%	-1%	5%	-5%
- Cc1cccc(Cl)c1NC(=S)NN
→ -1%	-1%	/	-5%	?	/	2%	5%
- C[C@H](O)C(=O)C1=Nc2c(nc(N)[nH]c2=O)NC1
→ 6%	-5%	8%	i	/	/	0%	1%
- CC1CCN(c2nc(N3CCCCC3)nc(N3CCCCC3)n2)CC1
→ /	-1%	13%	-4%	-3%	-3%	-6%	-4%

Next section
Each structure is followed by: aGlu spleen mod	TR SRC2 fluor cs	L3MBTL1 inh	RECQ1 helicase	GAA glycogen mod	GAA inh	GoLoco inh red	TRb-SRC2 inh
- CSc1ccccc1NC(=O)CN(c1ccccc1)S(=O)(=O)N(C)C
→ 1%	2%	-4%	-11%	-3%	-4%	-4%	-7%
- O=C(COc1ccccc1Cl)Nc1cccnc1
→ 1%	-1%	15%	i	-5%	-2%	-16%	-5%
- CCOC(=O)c1cnc(-n2nc(C)cc2C)nc1NNc1cc(C)nc(-c2ccccc2)n1
→ -11%	-1%[53 µM]	-13%	6%	?	-4%	-5%	0%[53 µM]
- COc1ccc(NC(=O)/C(=C\c2cc(OC)c(OC)cc2[N+](=O)[O-])NC(=O)c2ccccc2)cc1
→ -8%	0%	-8%	-14%	1%	-3%	1%	-5%
- COc1ccccc1/C=C/C(=O)OCC(=O)Nc1ccc(Cl)cn1
→ 6%	-3%	3%	i	1%	-11%	-7%	4%
- Cn1c(Oc2ccccc2NCc2cccc(Br)c2)cc(=O)n(C)c1=O
→ 0%	2%	-1%	i	-11%	-6%	2%	2%
- COc1cc(C(=O)N/N=C/c2ccccn2)cc(OC)c1OC
→ 2%	-3%	39%[activator]	-13%	-5%	0%	4%	-3%
- CCn1c(=O)n(CC)c2cc(S(N)(=O)=O)ccc21
→ 4%	-8%	/	-7%	20%	-4%	6%	-7%
- O=C(CCN1C(=O)C2CCCCC2C1=O)Nc1nc(-c2ccccc2)cs1 (centres undefined)
→ 0%	1%	5%	i	-3%	?	40%[activator]	10%
- O=C(N/N=C\c1ccc(Br)cc1)c1ccc(Cn2cccn2)o1
→ 1%	3%	13%	-2%	-6%	-4%	0%	-9%
- Cc1ccc(S(=O)(=O)C(c2ccccc2)c2c(C)noc2C)cc1 (centres undefined)
→ 5%	0%	5%	-4%	-1%	-2%	0%	-1%
- COc1cccc(C(=O)Nc2ccc3c(c2)C(=O)c2ccccc2C3=O)c1
→ -4%	-11%	1%	-14%	3%	1%	24%	15%
- CCCCNC(=O)N1CCN(c2ccccc2OCC)CC1
→ 0%	-5%	34%[activator]	i	-6%	?	-1%	4%
- CO[C@H]1C[C@@H]2C[C@H](O)C[C@@H](CC(=O)O[C@@H](/C=C\CC(C)C)C[C@@H]3CC[C@H](C)[C@@H](C1)O3)O2
→ -9%[17.4 µM]	?	/	-1%[11.5 µM]	/	/	/	-16%[11.2 µM]
- Cc1ccc[n+](-c2[nH]c(=O)sc2/C=N/NC(=O)c2ccccc2[O-])c1
→ -9%	-5%	?	-24%	-2%	-4%	/	-7%

Later entries:
Each structure is followed by: aGlu spleen mod	TR SRC2 fluor cs	L3MBTL1 inh	RECQ1 helicase	GAA glycogen mod	GAA inh	GoLoco inh red	TRb-SRC2 inh
- CCOC(=O)C1=C(C)N=C2SCCC(=O)N2[C@@H]1/C=C/c1ccccc1
→ -4%	-1%	-7%	-1%	-15%	1%	6%	1%
- COc1cc2nc(SCC(=O)NCc3ccco3)n(Cc3ccc(Cl)cc3)c(=O)c2cc1OC
→ 1%	-2%	-1%	i	2%	3%	2%	-2%
- Cc1cccc(C)c1NC(=S)N/N=C/c1ccc(OCCC(C)C)cc1
→ -2%	-6%	/	-3%	-16%	-7%	6%	0%
- CCCCOC(=O)c1ccc(NC(=O)C(=O)NCCN(CC)CC)cc1
→ -7%	-2%	-3%	-2%	-3%	/	2%	-6%
- CC(C)OCCCNC(=O)C1CCC(=O)N1C(C)C (centres undefined)
→ 2%	0%	7%	11%	-2%	-4%	-1%	3%
- CCCCCC(=O)N/N=C(\C)c1ccc(NC(=O)c2ccco2)cc1
→ -2%	0%	-2%	i	-3%	2%	12%	-8%
- CCc1ccccc1NC(=O)C1CCCN(S(=O)(=O)c2c(C)noc2C)C1 (centres undefined)
→ 7%	0%	-8%	11%	-7%	10%	5%	-3%
- CS(=O)(=O)N1CCC(C(=O)N2CCN(c3ccccc3F)CC2)CC1
→ 1%	-5%	/	-10%	-1%	-2%	0%	-1%
- O=C(c1ccco1)N1CCN(C(=O)c2sccc2-c2ccccc2)CC1
→ 2%	-3%	?	i	2%	4%	2%	6%

Entries of single compounds from above. Order of screens: aGlu spleen mod | TR SRC2 fluor cs | L3MBTL1 inh | RECQ1 helicase | GAA glycogen mod | GAA inh | GoLoco inh red | TRb-SRC2 inh
S=C(NC1CC1)N1CCN(c2ccc(Cl)cc2)CC1 is entered as -6% | -5% | -22% | i | -8% | -1% | 5% | -5%
COc1cc(C(=O)N/N=C/c2ccccn2)cc(OC)c1OC is entered as 2% | -3% | 39%[activator] | -13% | -5% | 0% | 4% | -3%
CC(=O)N(C)c1ccc(NC(=S)Nc2cccc3ccccc23)cc1 is entered as 1% | -1% | -2% | -12% | -17% | 4% | -4% | 5%
Cc1[nH]c2ccccc2c1NC(=O)CN1CCN(c2cccc(C(F)(F)F)c2)CC1 is entered as 0% | 3% | / | 11% | -12% | -1% | 5% | -13%
